# Bioassay records: PubChem, National Center for Advancing Translational Sciences (NCATS)
# FUS yeast rescue – FUS proteinopathy suppression in yeast; Potency, µM (highest dose often 76.6 µM), for inactives: top-dose growth rescue (activation), usual class: activators; S. cerevisiae FUS-expressing, growth rescue, OD600, 24 h; 0.24% of 390,000 active;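 further: potency means the concentration at half of the fitted maximal effect; plate controls were DMSO vehicle for no effect and reference control for full effect; nearly all actives have a fitted effect of over 55% in size; some results filed as inactive show a strong effect at the top dose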
#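 Yeast FUS proteinopathy model; galactose-induced FUS (2%), starting OD 0.005. Cpds in dilution series, 24hr, 30C, 99% humidity. Abs 600 nm growth. Pos ctrl CP55940 (top 92uM final); neg ctrl DMSO.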
# PTHR1 ag – agonists of human PTHR1 parathyroid hormone receptor; 0.075% of 410,000 active; AID 743266; Potency, µM (doses to about 115 µM), without a hit: top-dose activation, actives largely listed as activators; Q03431; HEK293 GP2 PTHR1 cells, GloSensor cAMP luminescence, 1 h; further: potency means the concentration at half of the fitted maximal effect; nearly all actives have a fitted effect of over 55% in size; some results filed as inactive show a strong effect at the top dose; inactives centre near -15; many of its hits are not listed in these tables
# Target sequence (Q03431 whole entry, looked up): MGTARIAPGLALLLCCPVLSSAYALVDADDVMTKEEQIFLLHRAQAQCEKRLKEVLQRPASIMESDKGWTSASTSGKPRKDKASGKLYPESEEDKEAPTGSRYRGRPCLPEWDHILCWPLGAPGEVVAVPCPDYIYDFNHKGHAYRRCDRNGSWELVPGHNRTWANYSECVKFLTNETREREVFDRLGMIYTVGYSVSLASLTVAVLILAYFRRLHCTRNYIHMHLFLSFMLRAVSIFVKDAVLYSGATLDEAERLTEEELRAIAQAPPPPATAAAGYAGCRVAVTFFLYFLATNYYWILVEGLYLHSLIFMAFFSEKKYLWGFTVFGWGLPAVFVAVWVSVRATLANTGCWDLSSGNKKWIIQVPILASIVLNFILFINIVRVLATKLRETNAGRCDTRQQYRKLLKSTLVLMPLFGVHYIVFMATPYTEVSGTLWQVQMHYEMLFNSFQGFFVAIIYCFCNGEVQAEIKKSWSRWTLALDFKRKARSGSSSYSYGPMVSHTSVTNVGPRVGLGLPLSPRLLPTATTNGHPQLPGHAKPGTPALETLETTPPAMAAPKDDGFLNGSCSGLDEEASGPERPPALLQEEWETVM
#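 HEK-293-derived GP2 cells expressing PTHR1 and a GloSensor cAMP reporter, 3,000/well, plated overnight, given luciferin plus IBMX (each 0.5 mM as added) for 1 h at 37 °C, then compound for 1 h at 37 °C. Luminescence was read after 15 min at room temperature.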
# GLP1R inv ag – inverse agonists of human GLP-1 receptor; P43220; Potency, µM (top dose mostly 38.3 µM), without a hit: at the highest dose activity change, negative = inhibition, usual class: inhibitors; 1.6% of 410,000 active; HEK293 GLP-1R CRE-luciferase, luminescence, 24 h; GLP-1R form is constitutively active; further: potency means the concentration at half of the fitted maximal effect; on the % scale 0 is the no-effect control and ±100 the full control effect; nearly all actives have a fitted effect of over 55% in size
# Target sequence (P43220 whole entry, looked up): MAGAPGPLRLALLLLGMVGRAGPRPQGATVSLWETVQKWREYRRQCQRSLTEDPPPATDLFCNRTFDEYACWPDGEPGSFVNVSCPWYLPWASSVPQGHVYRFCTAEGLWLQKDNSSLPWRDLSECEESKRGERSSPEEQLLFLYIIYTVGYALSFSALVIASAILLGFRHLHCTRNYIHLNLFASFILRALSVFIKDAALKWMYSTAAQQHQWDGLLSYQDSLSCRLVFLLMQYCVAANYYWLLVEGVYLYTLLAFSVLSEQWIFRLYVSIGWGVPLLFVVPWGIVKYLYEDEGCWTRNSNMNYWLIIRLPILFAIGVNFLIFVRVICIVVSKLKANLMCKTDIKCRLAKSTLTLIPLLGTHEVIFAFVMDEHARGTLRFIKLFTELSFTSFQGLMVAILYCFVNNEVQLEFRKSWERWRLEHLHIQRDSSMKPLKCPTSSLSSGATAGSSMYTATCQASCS
#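 Luminescence readout: a drop in cAMP-driven luciferase signal flags inverse agonism at a constitutively active GLP-1R stably expressed in HEK293. Compound exposure lasted 24 hr at 37 deg C, 5% CO2.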
# Akt phos inh – blocks phosphorylation of Akt; Neuro2A IGF-stimulated pAkt S473 HTRF, 20 min; hits give low values; activity change, % for hits at 50 µM; 0.32% of 360,000 active; in the data active means activity change below about -80%; inconclusive means mostly about -51% to -80%; further: on the % scale 0 is the no-effect control and ±100 the full control effect
#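 Neuro2A cells (4,500/well, DMEM with 0.5% FBS) were treated with compound at a single 50 µM final concentration, stimulated with 6 nM IGF for 20 min at 37 °C, and lysed. Phospho-Akt Ser473 was read by HTRF as 665/615 ratio ×10^4.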
# Abeta rescue – compounds reversing amyloid beta toxicity in yeast. yeast expressing A-beta42, growth rescue, OD600, 48 h; response scale: 0% DMSO, 100% iron-clioquinol control. Potency, µM (top dose mostly 46.1 µM), for inactives: at the top dose growth rescue, hits mostly activators. 0.063% of 410,000 active; further: potency means the concentration at half of the fitted maximal effect; nearly all actives have a fitted effect of over 55% in size
#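 Yeast A-beta toxicity model in growth medium with pinned compounds, 48 h at 30 C; growth read as absorbance at 600 nm. Normalized to FeCl3/clioquinol equimolar mix (positive) and DMSO (negative).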
# TDP43 rescue – TDP-43 toxicity inhibition in yeast | TDP-43 expressing yeast growth rescue, BacTiter-Glo, 24 h | Potency, µM (series often up to 46.1 µM), without a hit: at the top dose growth rescue (activation), usual class: activators | 1.8% of 410,000 active | AID 652104; further: potency means the concentration at half of the fitted maximal effect; % of control where 0% means no effect; nearly all actives have a fitted effect of over 50% in size
#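 Yeast cells expressing TDP-43 under galactose induction are exposed to compounds for 24 hr at 30 deg C. BacTiter-Glo luminescence measures growth, so protective compounds score as activators.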
# GLP1R cytotox – cytotoxicity in counter-screen for GLP-1R inverse agonists. HEK293 cAMP-luciferase reporter cells, luminescence, 24 h. Potency, µM (highest dose often 38.3 µM), for inactives: top-dose activity change, negative = inhibition, most hits filed as inhibitors. 0.13% of 410,000 active;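 further: loss of luciferase light is scored as toxicity; potency means the concentration at half of the fitted maximal effect; on the % scale 0 is the no-effect control and ±100 the full control effect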
#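 Quantitative HTS format, 1536 wells, 200 cells/uL seeded. Compounds: 23 nL, 24 h, 37 °C. Detection: luciferase reagent, luminescence at 12 min RT; decreased signal taken as cytotoxic.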
# MmCpn inh – inhibitors of Methanococcus maripaludis chaperonin (MmCpn). 0.031% of 330,000 active. Potency, µM (series often up to 76.9 µM), for the others: top-dose activity, negative = inhibition, most hits filed as inhibitors. purified Mm-Cpn ATPase, ADP Transcreener TR-FRET; further: potency means the concentration at half of the fitted maximal effect; on the % scale 0 is the no-effect control and ±100 the full control effect; nearly all actives have a fitted effect of over 80% in size
#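 ATPase turnover read by TR-FRET ADP competition (Eu cryptate antibody/ADP-d2, 665/590 nm): 10uM ATP final, 25nM Mm-CPN final, 30 min 37degC after 10-min compound preincubation, pH 7.4 Tris/KCl/MgCl2/DTT buffer.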
# aSyn yeast inh – alpha-synuclein toxicity inhibition in yeast; Yeast expressing alpha-synuclein, growth rescue, BacTiter-Glo, 24 h; Potency, µM (highest dose often 46.1 µM), without a hit: top-dose growth rescue (activation), usual class: activators; 0.14% of 370,000 active; AID 652106; further: potency means the concentration at half of the fitted maximal effect; % of control where 0% means no effect; nearly all actives have a fitted effect of over 65% in size
#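 Galactose-induced alpha-syn yeast (OD600=0.02, raffinose-pregrown) + pinned cpd, 24 hr, 30 deg C; growth by BacTiter-Glo luminescence. Growth restoration scores as activation.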
# * hit, by the source's call; i = inactive; ? = inconclusive; · = no result given; [ ] = dose if it differs, or a comment. Unless noted, the call rests on the fitted dose curve; in most records, active means well fitted curve in the direction sought with a large enough effect; inconclusive means small, poorly fitted or top-dose-only effect, or another doubt; inactive means no such curve, though single readings can be large; an effect the other way counts as inactive or inconclusive. The list is partial; count on the stated rates, not on these rows.
SMILES,FUS yeast rescue,PTHR1 ag,GLP1R inv ag,Akt phos inh,Abeta rescue,TDP43 rescue,GLP1R cytotox,MmCpn inh,aSyn yeast inh
COc1ccc(-c2nc3nc(C)c(Cc4ccccc4)c(=O)n3[nH]2)cc1,18%,-11%,4%,i,8%,18%,0%,0%,-2%
Cc1cc(NS(=O)(=O)Cc2ccccc2)no1,24%,i,-9%,i,24%,7%,2%,2%,3%
COc1ccccc1CNS(=O)(=O)c1ccc2[nH]c3c(c2c1)CCCCC3,36%,i,?,·,-3%,?,3%,·,?
NC(=O)C1CCN(C(=O)CC2(CC(=O)O)CCCC2)CC1,5%,-11%,4%,i,-14%,-15%,-7%,0%,-3%
CC(C)C1Cc2[nH]c(=S)[nH]c(=O)c2C(c2ccc(F)cc2)O1 (stereo unspecified),0%,-19%,33%,i,6%,9%,5%,·,2%
COc1ccc(C(=O)NNC(=O)CCC(=O)Nc2cc(C)on2)cc1,-1%,-12%,7%,i,-5%,0%,1%,-2%,-1%
CC1=C(C(=O)OCc2ccc(C)cc2)C(c2ccccc2C(F)(F)F)CC(=O)N1 (stereo unspecified),0%,4%,-8%,·,-10%,-11%,6%,·,·
COc1cc(C(=O)NC(=S)Nc2ccccc2N2CCCC2)cc(OC)c1OC,?,?,-25%,i,?,-25%,?,-4%,-34%[inhibitor]
COc1cc2c(cc1OC)-c1nnnn1C(C)(C)C2,7%,-13%[57.5 µM],1%,i,-18%,-22%,-29%,-8%,-1%
COc1cc(OC)c(C(=O)OCC(=O)N2CCOCC2)cc1OC,-10%,-3%,-10%,i,8%,-3%,-3%,1%,-1%
O=C(C1CCN(S(=O)(=O)c2ccccc2)CC1)N1CCN(c2ccccc2)CC1,-6%,-22%,-19%,i,10%,0%,-6%,1%,15%
CCOc1ccc(Nc2nc(N3CCCCC3)nc(N3CCCCC3)n2)cc1,-14%,-25%,-1%,i,-6%,-27%,4%,1%,-5%
Cc1ccc(CCNC(=O)c2cc3c(-c4ccccc4F)nn(C)c3s2)cc1,-13%,-20%,5%,·,3%,15%,1%,·,·
O=C(Nc1cccc(Cl)c1)Nc1ccon1,7%,i,?,i,-10%,?,-2%,2%,-9%
CC(C)C[C@H]1CNC(=S)N1C[C@H]1CCCN1C[C@H](CC(C)C)N1C[C@H](Cc2ccccc2)N(CCc2ccccc2)C1=S,?,i,?,i,30%,0%,-2%,·,-36%[inhibitor]
O=C(Nc1ccc(Cl)cc1N1CCOCC1)C1CCCCC1,16%,i,?,i,-12%,16%,8%,3%,-7%
COc1cccc(Cn2c(=O)n(-c3cccc(Cl)c3)c(=O)c3c4c(sc32)CN(C(C)=O)CC4)c1,?,i,6%,·,5%,27%,0%,·,·
CNC(=O)CN1C(=O)CSc2ncccc21,-14%,i,10%,i,2%,17%,-6%,0%,-1%
O=C(O)c1ccc(N2C(=O)/C(=C\c3ccccc3)N=C2c2ccccc2)cc1,26%,-12%,51%[activator],i,-9%,-9%,8%,1%,5%
Cc1ccc(NC(=O)c2oc3ccc(S(=O)(=O)N4CCC5(CC4)OCCO5)cc3c2C)c(C)c1,45%,-32%[inhibitor],?,·,2%,7%,-3%,·,·
CCOc1ccc(S(=O)(=O)NCCC2=CCCCC2)c2ccccc12,24%,-25%,-18%,i,18%,-10%,2%,-11%,8%
COc1ccc(/C=C2\CCCC3C2=NN(C(=O)CSc2n[nH]c(N)n2)C3c2ccc(OC)cc2)cc1 (stereo unspecified),11%,-20%,?,i,-11%,-1%,-7%,2%,0%
CCCNC(=O)COc1ccc(S(=O)(=O)Nc2ccc(C)cc2)cc1,-4%,-78%[inhibitor],-17%,i,-3%,-26%,9%,1%,-2%
COc1cc(/C=N/NC(=O)CN(Cc2ccco2)S(=O)(=O)c2ccccc2)ccc1O,9%,i,30%,i,0%,2%,4%[1.53 µM],-2%,-8%
COc1ccc(OC)c(CN2CCN(C(=O)c3cccc(S(=O)(=O)Nc4ccccc4OC)c3)CC2)c1,4%,-25%,-28%,i,5%,14%,-4%,2%,1%

# Looked up by structure from above:
SMILES,FUS yeast rescue,PTHR1 ag,GLP1R inv ag,Akt phos inh,Abeta rescue,TDP43 rescue,GLP1R cytotox,MmCpn inh,aSyn yeast inh
COc1cc2c(cc1OC)-c1nnnn1C(C)(C)C2,7%,-13%[57.5 µM],1%,i,-18%,-22%,-29%,-8%,-1%
COc1cc(OC)c(C(=O)OCC(=O)N2CCOCC2)cc1OC,-10%,-3%,-10%,i,8%,-3%,-3%,1%,-1%
COc1cc(C(=O)NC(=S)Nc2ccccc2N2CCCC2)cc(OC)c1OC,?,?,-25%,i,?,-25%,?,-4%,-34%[inhibitor]

# (cont.)
SMILES,FUS yeast rescue,PTHR1 ag,GLP1R inv ag,Akt phos inh,Abeta rescue,TDP43 rescue,GLP1R cytotox,MmCpn inh,aSyn yeast inh
CCOc1ccc(-n2c(C)nnc2SCC(=O)N(CC)CC)cc1,5%,-9%[57.5 µM],0%,i,21%,20%,?,-2%,1%
CC(=O)OCC(=O)[C@@]1(OC(C)=O)[C@@H](C)C[C@H]2[C@@H]3C[C@H](F)C4=CC(=O)C=C[C@]4(C)[C@@]3(F)[C@@H](O)C[C@@]21C,10%,15%,-24%,i,-16%,-9%,5%,-1%[15.4 µM],-4%
CCOC(=O)Cc1csc(NC(=O)c2c(O)c3c(n(CC(C)C)c2=O)CCCC3)n1,23%,-1%,?,i,-6%,3%,-2%,0%,10%
NC(=O)NC(=O)CN1C(=O)NC(c2ccccc2)(c2ccccc2)C1=O,15%,i,-1%,i,-5%,-13%,-8%,1%,-1%
CCN(CC(=O)Nc1ccc(NC(C)=O)cc1)C(=O)/C=C/c1cccs1,·,i,0%,i,-6%,0%,-23%,4%,-1%
C=CCn1c(O)c(CN2CCCCC2)c(C)c(C#N)c1=O,9%,i,27%,i,11%,5%,-7%,?,8%
CC(C)c1ccc(NC(=O)c2ccc(CN3CC(=O)N4CCCCC4C3=O)cc2)cc1 (stereo unspecified),23%,-17%,-28%,·,-10%,12%,-6%,·,·
Cc1cccc(-c2nc3ccccc3n3c(-c4ccccc4)c4c(=O)n(C)c(=O)n(C)c4c23)c1,6%,i,3%,·,-17%,?,0%,·,·
CCS(=O)(=O)N1CCN(c2ccc(C(=O)N3CCOCC3)cc2[N+](=O)[O-])CC1,22%,-19%,3%,i,8%,-13%,-11%,4%,5%
O=C(CCC(=O)Nc1nnc(C2CCCCC2)s1)NCc1ccc(F)cc1,-13%,i,1%,i,9%,4%,1%,1%,0%
Cc1ccc(N=Cc2c(O)n(-c3ccc4c(c3)OCO4)c(=O)c3ccccc23)cc1,·,-33%[inhibitor],0%,i,8%,20%,6%,-3%,-4%
OC(Cc1ccncc1)(c1ccccc1)c1ccccc1,-14%,-11%,13%,i,-9%,0%,?,2%,-2%
O=C(CCC1CCCCC1)NCCN1CCOCC1,-21%,i,1%,i,-4%,-8%,-2%,1%,-10%
O=c1[nH]ncn1-c1ccccc1C(F)(F)F,3%,i,8%,i,11%,7%,3%,-1%,6%
O=C(CSc1ncc2c(n1)-c1cc(Cl)ccc1N(Cc1ccccc1F)S2(=O)=O)Nc1cccc(C(F)(F)F)c1,6%,i,1%,·,-5%,25%,7%,·,·
Cn1c(CN2CCOCC2)nnc1SCc1ccccc1,3%,i,-3%,i,16%,6%,3%,0%,1%
COc1ccc(CNc2nc(SCc3ccccc3Cl)nc3ccccc23)cc1,2%,i,14%,·,-47%[inhibitor],-6%,1%,·,·

# Arranged by molar mass (smallest number first): part of the list above.
SMILES,FUS yeast rescue,PTHR1 ag,GLP1R inv ag,Akt phos inh,Abeta rescue,TDP43 rescue,GLP1R cytotox,MmCpn inh,aSyn yeast inh
OC(Cc1ccncc1)(c1ccccc1)c1ccccc1,-14%,-11%,13%,i,-9%,0%,?,2%,-2%
C=CCn1c(O)c(CN2CCCCC2)c(C)c(C#N)c1=O,9%,i,27%,i,11%,5%,-7%,?,8%
O=C(CCC(=O)Nc1nnc(C2CCCCC2)s1)NCc1ccc(F)cc1,-13%,i,1%,i,9%,4%,1%,1%,0%
Cc1ccc(N=Cc2c(O)n(-c3ccc4c(c3)OCO4)c(=O)c3ccccc23)cc1,·,-33%[inhibitor],0%,i,8%,20%,6%,-3%,-4%
CCS(=O)(=O)N1CCN(c2ccc(C(=O)N3CCOCC3)cc2[N+](=O)[O-])CC1,22%,-19%,3%,i,8%,-13%,-11%,4%,5%

# Structures listed so far that have a COOH group (2):
SMILES,FUS yeast rescue,PTHR1 ag,GLP1R inv ag,Akt phos inh,Abeta rescue,TDP43 rescue,GLP1R cytotox,MmCpn inh,aSyn yeast inh
NC(=O)C1CCN(C(=O)CC2(CC(=O)O)CCCC2)CC1,5%,-11%,4%,i,-14%,-15%,-7%,0%,-3%
O=C(O)c1ccc(N2C(=O)/C(=C\c3ccccc3)N=C2c2ccccc2)cc1,26%,-12%,51%[activator],i,-9%,-9%,8%,1%,5%
